HCV NS3 hel inh = inhibitors of Hepatitis C virus NS3 helicase; 290,000 tested, 0.56% active; inhibition, % at 10.9 µM; NS3 helicase DNA unwinding, Cy5 molecular beacon fluorescence; AID 1800;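 active = inhibition above the mean of all tested compounds plus 3 SD, set per campaign, cut at about 35% in these data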;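 also: 0% = DMSO wells and 100% = thioflavine S control wells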
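Material: hepatitis C virus NS3 helicase domain fragment enzyme; measured by: Cy5 fluorescence, 0 and 60 min reads; control set: DMSO and thioflavine S; incubation: 60 min unwinding reaction at 25 °C after ATP addition; read-out basis: % inhibition from 60/0 min fluorescence ratio, DMSO 0%, thioflavine S 100%; repeats: singlicate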
p-CIP stab down = lowers stability of the mouse p/CIP coactivator protein | decrease of EGFP signal, % at 10 µM | F442A p/CIP-EGFP cells, EGFP fluorescence, 16 h | AID 1984 | 290,000 tested, 0.01% active;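 active = EGFP signal decrease of at least 30% at 10 µM or well 3 SD below plate mean, unless failing retest; inactive = the rest, including hits failing retest or dose response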; also: some compounds called inactive have numbers as strong as hits; many of its hits are not listed in these tables
IMP-1 inh = inhibitors of Pseudomonas aeruginosa IMP-1 metallo-beta-lactamase | purified IMP-1, nitrocefin hydrolysis, epi-absorbance fluorescence | inhibition, % at 5.6 µM | 290,000 tested, 0.45% active | AID 1556;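 active = inhibition above the mean plus 3 SD of all compounds in the same screening run, cut at about 4.5% in these data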;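 also: 0% = IMP-1 with DMSO and 100% = DMSO wells lacking enzyme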
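Material – recombinant IMP-1 enzyme, purified · Amount – IMP-1 0.2 nM before substrate addition · Medium – HEPES buffer pH 7.1 with ZnSO4 and Brij 35 · Timing – 25 °C, 15 min preincubation, 25 min reaction · Measured by – plate fluorescence quenching by hydrolysis product, ex 480/em 530 nm · Read-out – percent enzyme inhibition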
SUMO HTRF inh = SUMOylation inhibition; P63279; HTRF SUMOylation assay, SAE1/SAE2 + UBC9, in vitro; inhibition, % at 35 µM; 290,000 tested, 0.36% active; in the data active = inhibition above about 50%, passing the limit was not always enough; also: strong numbers were not always called active
CRFR2-BP antag = CRF-BP/CRF-R2 complex antagonism | HEK293 CRF-R2/CRF-BP, CRF-induced calcium fluorescence | inhibition, % at 11.8 µM | 350,000 tested, 0.59% active;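 active = inhibition of the ligand-induced calcium signal above about 50% at the single tested concentration, limit read from the data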
GalR3 antagonist = antagonists of human GalR3; 360,000 tested, 0.44% active; HEK293 GalR3-CNG cAMP membrane potential fluorescence; galR3 body fused to GalR1 C-terminus; O60755; inhibition, % at 3 µM; AID 651719;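 active = inhibition above the screen-wide average plus 3 SD, cut at about 13% in these data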;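 also: forskolin and galanin both at EC90 stimulate the cells; cAMP rise reported by CNG channel membrane potential dye signal; 0% = forskolin plus galanin with DMSO and 100% = forskolin alone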
IDE inh = inhibits human insulin-degrading enzyme in HEK cells | P14735 | FAbetaB cleavage, fluorescence polarization | inhibition, % at 5.59 µM | 320,000 tested, 0.41% active;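 active = percent inhibition above the average of all tested compounds plus 3 SD, set per screening campaign, cut at about 16% in these data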;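 also: IDE supplied by intact live HEK cells; FP after avidin binding of uncleaved biotin substrate so inhibition keeps polarization high; 0% = DMSO wells and 100% = 60 µM reference IDE inhibitor Ii1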
Target sequence (P14735 whole entry, looked up): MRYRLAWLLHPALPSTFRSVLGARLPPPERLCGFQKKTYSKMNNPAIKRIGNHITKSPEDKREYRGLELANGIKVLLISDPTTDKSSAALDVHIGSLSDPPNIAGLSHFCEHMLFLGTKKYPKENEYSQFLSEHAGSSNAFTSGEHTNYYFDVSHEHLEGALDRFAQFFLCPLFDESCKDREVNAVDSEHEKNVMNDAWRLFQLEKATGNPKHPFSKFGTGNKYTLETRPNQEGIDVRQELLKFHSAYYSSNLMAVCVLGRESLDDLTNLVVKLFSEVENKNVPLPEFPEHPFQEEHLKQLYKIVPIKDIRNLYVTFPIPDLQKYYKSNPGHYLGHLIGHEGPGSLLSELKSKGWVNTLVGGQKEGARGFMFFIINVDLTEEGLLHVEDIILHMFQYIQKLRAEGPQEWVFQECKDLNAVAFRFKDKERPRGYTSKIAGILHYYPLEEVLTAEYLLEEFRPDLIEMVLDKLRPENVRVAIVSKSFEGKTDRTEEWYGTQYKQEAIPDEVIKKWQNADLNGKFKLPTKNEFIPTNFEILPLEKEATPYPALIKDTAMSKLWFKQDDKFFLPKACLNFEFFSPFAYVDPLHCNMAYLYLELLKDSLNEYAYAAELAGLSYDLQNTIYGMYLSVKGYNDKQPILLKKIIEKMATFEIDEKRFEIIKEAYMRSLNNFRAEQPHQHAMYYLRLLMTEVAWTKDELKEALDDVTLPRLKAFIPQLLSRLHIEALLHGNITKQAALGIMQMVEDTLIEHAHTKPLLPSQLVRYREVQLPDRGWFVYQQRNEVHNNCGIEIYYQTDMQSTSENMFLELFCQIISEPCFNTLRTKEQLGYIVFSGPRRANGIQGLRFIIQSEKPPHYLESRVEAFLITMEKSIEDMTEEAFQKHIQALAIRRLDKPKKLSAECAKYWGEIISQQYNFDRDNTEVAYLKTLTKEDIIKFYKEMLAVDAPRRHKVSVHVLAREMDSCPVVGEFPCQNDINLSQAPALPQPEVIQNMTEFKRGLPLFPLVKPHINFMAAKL
VIM-2 inh = blocks Pseudomonas aeruginosa VIM-2 metallo-beta-lactamase; purified VIM-2, nitrocefin hydrolysis, epi-absorbance fluorescence; 290,000 tested, 0.89% active; AID 1527; inhibition, % at 5.6 µM;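 active = inhibition above the mean of all tested compounds plus 3 SD, cutoff set per screening run, cut at about 7.5% in these data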;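 also: red hydrolysis product quenches plate fluorescence so inhibitors raise well fluorescence; 0% = enzyme with DMSO and 100% = DMSO without enzyme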
IDE act = activators of human insulin-degrading enzyme in cells; HEK cells, FAbeta-B cleavage, fluorescence polarization; 0% vehicle, 100% cell-free pure enzyme wells; 340,000 tested, 0.073% active; P14735; activation, % at 5.96 µM;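 active = activation above the mean of all tested compounds plus 3 SD, set per screening campaign, cut at about 17% in these data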
Numbers without * were called inactive; · = not tested or not shown.

entry	Molecule	HCV NS3 hel inh	p-CIP stab down	IMP-1 inh	SUMO HTRF inh	CRFR2-BP antag	GalR3 antagonist	IDE inh	VIM-2 inh	IDE act
1	N=c1c(C(=O)NC2CCCC2)cc2c(=O)n3ccccc3nc2n1CC1CCCO1 (stereo not drawn)	12	-1	-2.7	12	9	-3	3	0.2	3
2	COC(=O)[C@H]1[C@H](CCc2ccccc2)NC(=O)N(Cc2ccccc2)[C@@H]1C	·	·	·	·	-43	-7	-1	·	-1
3	COCc1nnc(NC(=O)c2ccc(NC(C)=O)cc2)s1	-5	2	-2.4	2	16	-2	0	-1.5	1
4	COc1cccc(NC(=O)C(Sc2nnc3ccccn23)c2ccccc2)c1 (stereo not drawn)	2	10	-1.6	-10	-13	0	6	-2.8	4
5	Cc1sc(NC(=O)c2ccco2)c(C(c2ccc(F)cc2)N2CCN(C)CC2)c1C (stereo not drawn)	-90	7	1.8	-3	-21	·	0	-0.9	10
6	O=C(CN(C(=O)c1csnn1)c1ccccc1C(F)(F)F)NC1CCCCC1	2	-4	-2.1	1	-2	-3	3	-1.5	4
7	c1cncc(C(c2nnnn2C2CCCCC2)N2CCCCC2)c1 (stereo not drawn)	10	-4	-3.9	9	1	-2	-1	-4.8	4
8	CN(c1ccc(OC(=O)CC2OC(=O)c3ccccc32)cc1)S(=O)(=O)c1ccccc1 (stereo not drawn)	·	·	·	·	2	0	1	·	2
9	CCc1ccc(NC(=O)COc2coc(CN3CCc4ccccc4C3)cc2=O)cc1	·	·	·	·	3	0	-1	·	1
10	COc1ccc(C(CNC(=O)C2CC(=O)N(Cc3ccc(C)cc3)C2)N(C)C)cc1 (stereo not drawn)	-5	7	-1.6	5	12	-5	3	-0.1	0
11	NC(=O)c1cc([N+](=O)[O-])ccc1N1CCN(Cc2ccccc2)CC1	-6	-9	2.1	15	-3	-1	1	-0.1	5
12	COc1ccc(CNc2nc(-c3cccnc3)nn2C(C)=O)cc1	4	-4	-2.8	-6	-14	-4	6	-2.3	4
13	CCCCC(=O)N1CCN(c2nc3ccc(Cl)cc3s2)CC1	-7	-6	0.0	6	-14	-11	13	0.7	-25
14	CCN(Cc1ccccc1)C(c1ccccn1)c1nnnn1C(C)(C)CC (stereo not drawn)	-12	-16	0.4	-5	9	-10	0	-0.2	3
15	COc1cc(-c2nc(-c3cccc(C)c3)no2)cc(OC)c1OC	0	-9	0.8	5	13	6	15	-3.0	-1
16	CCn1nc(C)c(/C=C/C(=O)Nc2ccc(C)cc2C)c1C	-9	-14	-3.8	3	3	10	1	1.2	2
17	Cc1cc(C(=O)Nc2c(F)cc(F)cc2Br)cs1	-2	-4	-1.3	6	0	-6	-3	-0.7	-1
18	C/C(CC(=O)NC1CCCC1)=N\NC(=O)Cc1csc(N)n1	-6	0	-1.4	13	14	3	12	-5.3	3
19	COc1ccc(S(=O)(=O)NC(CC(=O)NCCc2ccccc2)c2ccco2)cc1 (stereo not drawn)	-3	7	-1.4	15	8	0	-4	-0.2	-2
20	Fc1cc2[nH]cnc2cc1Cl	2	8	-3.3	18	-12	2	4	-0.9	-7
21	O=C(Nc1ccccc1)OCN1C(=O)c2ccccc2C1=O	4	-14	-2.5	0	6	-4	-6	-1.9	3
22	CN(C)c1ccc(C=NCCc2ccc(S(N)(=O)=O)cc2)cc1	12	-7	-0.1	3	-10	-3	0	0.6	4
23	Cc1cc(N2C(=O)[C@@H]3[C@H](C2=O)[C@@H]2C[C@H]3C(Br)C2Br)no1 (stereo partly drawn)	-5	-12	-1.5	7	-2	-5	0	-2.0	8
24	COc1ccccc1-n1nnnc1SCC(=O)NC(=O)Cc1ccccc1	·	·	·	·	-6	-3	-2	·	3

Retrieved one by one from the entries so far:
entry	Molecule	HCV NS3 hel inh	p-CIP stab down	IMP-1 inh	SUMO HTRF inh	CRFR2-BP antag	GalR3 antagonist	IDE inh	VIM-2 inh	IDE act
13	CCCCC(=O)N1CCN(c2nc3ccc(Cl)cc3s2)CC1	-7	-6	0.0	6	-14	-11	13	0.7	-25
23	Cc1cc(N2C(=O)[C@@H]3[C@H](C2=O)[C@@H]2C[C@H]3C(Br)C2Br)no1 (stereo partly drawn)	-5	-12	-1.5	7	-2	-5	0	-2.0	8

The list goes on.
entry	Molecule	HCV NS3 hel inh	p-CIP stab down	IMP-1 inh	SUMO HTRF inh	CRFR2-BP antag	GalR3 antagonist	IDE inh	VIM-2 inh	IDE act
25	CC12CC(c3ccccc3O1)N(C(=O)c1ccco1)C(=O)N2c1ccccc1 (stereo not drawn)	5	-5	-3.5	7	-2	-2	-4	-4.7	4
26	Cc1sc2ncnc(NCC3CCCO3)c2c1C (stereo not drawn)	3	-10	-2.8	2	-17	-4	3	2.2	4
27	COC(=O)CCS(=O)(=O)c1nc(-c2ccccc2)cc(C(F)(F)F)n1	-1	-5	-1.3	15	-8	·	0	1.5	-3
28	CCC(=O)N1CCc2cc(S(=O)(=O)CCC(=O)Nc3cccc(F)c3)ccc21	3	1	-2.8	9	-5	-4	-5	-0.9	-3
29	O=S(=O)(c1ccc(F)cc1)N1CCN(c2nc(-c3cccnc3)nc3ccccc23)CC1	·	·	·	·	-17	-7	5	·	-8
30	CCOC(=O)c1cnn(-c2cc(C)c3ccccc3n2)c1N	-3	0	-3.5	-8	-20	-3	0	-4.5	3
31	c1ccn2cc(CSC3=NCCS3)nc2c1	3	-4	-5.5	-10	-19	-2	-2	-0.3	-1
32	CCN(CC)S(=O)(=O)c1ccc(/C=C/C(=O)Nc2c(C)n(C)n(-c3ccccc3)c2=O)cc1	0	-8	-3.4	12	-1	-7	0	-1.9	5
33	Cc1c(C)n2c(SCC(=O)N3CCC(C)CC3)nnc2[nH]c1=O	·	·	·	·	7	-2	2	·	0
34	COc1ccc2c(c1)C(=O)[C@@H](O)[C@H](c1ccc(OC)c(Br)c1)O2	-12	0	-1.8	3	-76	·	-1	-5.1	-13
35	COc1ccc(CNC(=O)CCCCCNc2nc(=S)[nH]c3ccccc23)cc1	-6	-1	-2.4	1	-5	3	0	-3.4	6
36	Cn1cccc1C(=O)OCC(=O)NCCc1ccccc1	·	·	·	·	9	-4	1	·	-1
37	Cc1ccc(C(=O)NNC(=O)CSc2nnc(C(C)C)n2C)cc1	-1	-12	-2.5	-7	5	-10	6	-1.1	5
38	CNC(=S)N1N=C(c2ccc(C)cc2)CC1c1ccc(Cl)cc1 (stereo not drawn)	-1	10	-3.1	-24	3	-7	-1	-7.1	4
39	COc1ccc(C2=NN(C(=O)CCC(=O)O)C(c3ccc(Br)cc3)C2)cc1 (stereo not drawn)	38*	-1	0.8	10	21	-3	0	0.6	8
40	CC(=O)c1c(C)[nH]c(C(=O)NNC(=O)c2ccc(C)cc2)c1C	·	·	·	·	9	0	-1	·	2
41	CC1CCCC(NC(=O)COC(=O)c2ccc([N+](=O)[O-])o2)C1C (stereo not drawn)	·	·	·	·	-4	-4	3	·	7
42	Cc1cc(C)c(S(=O)(=O)N(C)CC(=O)NCC2CCCO2)c(C)c1 (stereo not drawn)	14	-13	0.1	10	5	-8	·	-1.3	4
43	CCCN1CNC(=S)N(c2cccc(C)c2)C1	-4	-6	-1.0	12	-8	-7	-2	1.3	-2
44	COC(=O)Cn1c(=O)c2c(nc(Br)n2CC(=O)OC)n(C)c1=O	-7	-8	-2.1	5	-10	·	9	-2.4	1
45	COc1cccc(CNc2nc(C(F)(F)F)nc3ccccc23)c1	-17	-22	-4.1	-24	4	-12	3	0.2	2
46	CCOC(=O)N1CCC(NC(=O)c2cccc3c2C(=O)N(c2ccc(OC)cc2)C3)CC1	18	-7	-3.6	6	33	·	-3	1.7	-2
47	O=C(c1ccc(-c2ccc(Cl)cc2Cl)o1)N1CCOCC1	1	-17	-1.3	34	-6	0	8	2.7	6
48	CCOC(=O)CSc1nnc(-c2cccnc2)n1Cc1ccccc1	-6	-13	2.8	2	-3	1	5	-2.4	-2
49	NC(=O)C1(N2CCCCC2)CCN(C(=S)NC2CCCC2)CC1	2	-17	-1.3	8	-13	0	5	-0.1	-2
50	O=C(N/C(=C/c1ccc(Br)cc1)C(=O)N1CCOCC1)c1ccco1	0	-1	-1.9	6	-8	3	-4	-1.0	-3
51	O=C1C2C3C=CC(C3)C2C(=O)N1Nc1ccccc1 (stereo not drawn)	2	-25	-1.6	13	-1	-4	-1	-0.9	-2
52	COc1ccc(NC(=O)c2ccccn2)cc1S(=O)(=O)N1CCOCC1	1	-4	-2.3	9	-5	2	1	-3.8	6
53	O=C(CS(=O)CC(=O)Nc1cnc2ccccc2c1)Nc1ccc(Cl)cc1 (stereo not drawn)	-1	-26	0.8	30	1	-5	-11	-0.4	7
54	O=C(NN1CC(=O)N(c2cc(Cl)cc(Cl)c2)CC1=O)c1sccc1Cl	12	3	-1.1	7	-4	-5	3	0.2	·
55	COc1ccc(NC(=O)CN(C)C(=O)CNC(=O)c2ccc3c(c2)OCO3)cc1	·	·	·	·	-3	-1	3	·	5
56	Cc1ccc(Oc2ccc(N)cc2)cc1	-6	-16	-3.4	12	16	-2	0	-2.8	5
57	CC1CCCCC1NC(=O)NC(=O)COC(=O)C1=NN(c2ccccc2)C(=O)CC1 (stereo not drawn)	·	·	·	·	4	-7	-1	·	2
58	COc1ccc(/C=N/NC(=O)CNC(=O)c2ccc(S(=O)(=O)N3CCOCC3)cc2)c(OC)c1	7	-5	-5.1	6	6	-7	9	-2.6	0
59	COC(=O)c1ccc(Cl)c(NC(=O)CN2CCC(C)CC2)c1	-5	-18	-1.5	-1	5	-5	-1	-0.3	0
60	O=C(/C=C/c1ccc2c(c1)OCO2)NCCSCc1cccc(Cl)c1	-7	-7	-2.6	-27	12	-5	-1	-2.7	3
